High-throughput results (PubChem BioAssay)
PI4K2A block = blocks human PI4K2A kinase activity; actives 0.13% (n = 420,000); purified PI4K2A, ADP-Glo luminescence, 1 h; stronger effect = lower value; Q9BTU6; AID 1346378; activity change, negative = inhibition, % at 76.9 µM; in the data active = activity change below about -50%; inconclusive = mostly about -30% to -49%;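 also: -100% = wells without enzyme as full effect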
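PI4K2A activity was measured by ADP-Glo luminescence: enzyme (4 ug/mL stock) and phosphatidylinositol (1.2 mM stock) in Tris pH 7.5/MgCl2/EGTA/Triton X-100 buffer were reacted with ATP (300 microM stock) for one hour at ambient temperature.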
RXFP1 ag = agonists of human relaxin receptor RXFP1; Potency, µM (titrated, usually from 57.5 µM), without a hit: at the top dose activation, actives largely listed as activators; AID 2676; HEK293T-RXFP1 cAMP TR-FRET, 30 min; response scale: percent of porcine relaxin response, buffer zero; actives 0.3% (n = 370,000); Q9HBX9; also: potency is read from the fitted curve at half-maximal effect; % is scaled to controls: 0 for no effect and ±100 for the full control effect; nearly all actives have a fitted effect of over 60% in size; many of its hits are not listed in these tables
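cAMP rise read by TR-FRET after 30 min, 37C compound exposure (up to 58 uM) in RXFP1-transfected HEK293 cells with Ro 20174 present. EC50 from Hill-equation fits, with 29 nM porcine relaxin as 100% and buffer as basal.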
TrxR1 substrate = is turned over as a substrate by rat TrxR1. O89049. purified TrxR1 substrate turnover, NADPH consumption readout. Potency, µM (highest dose often 114 µM), for the others: at the highest dose activity change, negative = substrate turnover. actives 0.01% (n = 390,000). AID 588456; also: potency is read from the fitted curve at half-maximal effect; % is scaled to controls: 0 for no effect and ±100 for the full control effect; nearly all actives have a fitted effect of over 50% in size
Target sequence (O89049 whole entry, looked up): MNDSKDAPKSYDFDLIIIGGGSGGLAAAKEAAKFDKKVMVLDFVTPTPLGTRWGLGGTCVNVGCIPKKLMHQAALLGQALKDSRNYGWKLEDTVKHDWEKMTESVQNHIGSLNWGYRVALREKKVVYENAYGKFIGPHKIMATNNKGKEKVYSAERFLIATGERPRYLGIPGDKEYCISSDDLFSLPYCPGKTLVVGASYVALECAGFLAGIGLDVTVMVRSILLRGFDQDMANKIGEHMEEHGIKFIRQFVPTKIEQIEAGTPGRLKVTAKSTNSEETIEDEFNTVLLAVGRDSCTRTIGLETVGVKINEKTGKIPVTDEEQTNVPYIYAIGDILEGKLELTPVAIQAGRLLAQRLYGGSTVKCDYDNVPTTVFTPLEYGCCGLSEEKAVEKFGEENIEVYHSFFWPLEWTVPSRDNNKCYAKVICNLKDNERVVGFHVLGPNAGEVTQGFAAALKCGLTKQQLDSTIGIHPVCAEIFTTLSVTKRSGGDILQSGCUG
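Rat TrxR1, dispensed at 90 nM, was prereduced with 400 uM NADPH (final) for 5 min at ~22 deg C, then incubated with compound 15 min before 400 uM selenite. A first-read NADPH fluorescence drop versus no-compound background flagged substrates.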
Glioma ERSR ind = inducers of ER stress response in human glioma cells | U87-MG GRP78 promoter luciferase reporter, 16 h | Potency, µM, for the others: top-dose activation, usual class: activators | actives 0.02% (n = 420,000); also: potency is read from the fitted curve at half-maximal effect; series mostly up to about 76 µM; % of control where 0% means no effect; nearly all actives have a fitted effect of over 35% in size
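Stably transfected U87-MG human glioma cells carrying a GRP78-based luminescent sensor were seeded at 1000 cells/well, pin-dosed with compounds and incubated 16 h. Luciferase reagent was then added, and end-point luminescence was read after 10 min at room temperature.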
IDH1 R132H inh = human IDH1 R132H inhibition | Potency, µM (titrated, usually from 76.6 µM), without a hit: at the top dose activity change, negative = inhibition, usual class: inhibitors | O75874 | actives 0.093% (n = 390,000) | IDH1-R132H enzyme, NADPH consumption, diaphorase/resazurin fluorescence | AID 602179; also: potency is read from the fitted curve at half-maximal effect; % is scaled to controls: 0 for no effect and ±100 for the full control effect; nearly all actives have a fitted effect of over 65% in size
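IDH1-R132H (0.5 ug/mL) preincubated 30 min with compound, then NADPH (0.016 mM) and alpha-KG (2 mM) added; 80 min at RT, pH 7.5. Remaining NADPH coupled via diaphorase/resazurin to fluorescence (540/590 nm); concentration-response curves normalized to no-enzyme control.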
Vif-APOBEC3G blk = inhibitors of Vif-APOBEC3G interaction; HeLa A3G-eYFP + Vif (tagged APOBEC3G with the HIV-1 protein that degrades it), YFP fluorescence, overnight; Q9HC16; actives 0.076% (n = 410,000); Potency, µM (series often up to 46.1 µM), for inactives: top-dose activity, negative = active, usual class: inhibitors;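 also: potency is read from the fitted curve at half-maximal effect; % is scaled to controls: 0 for no effect and ±100 for the full control effect; nearly all actives have a fitted effect of over 60% in size; hits raise eYFP signal because A3G escapes Vif-driven loss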
Target sequence (Q9HC16 whole entry, looked up): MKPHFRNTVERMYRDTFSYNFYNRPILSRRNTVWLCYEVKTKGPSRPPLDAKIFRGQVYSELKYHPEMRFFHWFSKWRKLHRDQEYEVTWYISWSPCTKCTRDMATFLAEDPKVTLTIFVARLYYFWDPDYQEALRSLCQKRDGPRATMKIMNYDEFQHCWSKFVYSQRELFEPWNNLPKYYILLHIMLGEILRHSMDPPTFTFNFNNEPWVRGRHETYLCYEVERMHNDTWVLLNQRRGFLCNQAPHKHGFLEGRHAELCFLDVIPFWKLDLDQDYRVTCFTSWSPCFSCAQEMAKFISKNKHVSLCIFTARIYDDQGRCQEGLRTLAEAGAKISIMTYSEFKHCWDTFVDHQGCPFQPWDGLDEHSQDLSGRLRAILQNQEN
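HeLa cells stably expressing Vif and C-terminally eYFP-tagged A3G, seeded overnight at 37 deg C, then exposed to compound by pintool overnight at 37 deg C. Rise in yellow fluorescence (Ex 488/Em 500-530, Acumen) marks blocked Vif-driven A3G degradation.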
Vif-A3F inh = inhibitors of Vif-A3F interaction | actives 0.2% (n = 390,000) | AID 602313 | Potency, µM (series often up to 46.1 µM), without a hit: at the top dose activity, negative = active | HeLa A3F-eYFP + Vif (tagged APOBEC3F with the HIV-1 protein that degrades it), YFP fluorescence increase; also: potency is read from the fitted curve at half-maximal effect; % of control where 0% means no effect; nearly all actives have a fitted effect of over 65% in size
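HeLa cells stably expressing Vif plus C-terminally eYFP-tagged A3F were seeded, incubated overnight at 37 deg C, dosed with compound, incubated overnight again at 37 deg C. Yellow fluorescence (Ex 488/Em 500-530) reported blocked Vif-mediated A3F-eYFP degradation.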
LDHA inh = blocks human lactate dehydrogenase A; actives 0.15% (n = 480,000); P00338; purified LDHA, NADH/diaphorase-resazurin fluorescence; stronger effect = lower value; AID 1347041; activity change, % (values are at about 110 or 230 µM); in the data active = activity change below about -30%; inconclusive = mostly about -25% to -30%;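 also: plate controls were DMSO wells for no effect and wells without enzyme for full effect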
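Human LDH5 (2 nM) was incubated with 0.06 mM NADH and 0.2 mM pyruvate for 5 min at room temperature in Tris pH 7.4. Remaining NADH was coupled through diaphorase/resazurin, and resorufin fluorescence was read at 0 and 20 min.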
USP1 inh = blocks the human USP1/UAF1 deubiquitinase complex; O94782; recombinant USP1/UAF1, Ub-Rhodamine cleavage fluorescence; Potency, µM (highest dose often 57.1 µM), for inactives: at the top dose activity change, negative = inhibition, hits mostly inhibitors; actives 0.23% (n = 390,000); AID 743255; also: potency is read from the fitted curve at half-maximal effect; % is scaled to controls: 0 for no effect and ±100 for the full control effect; nearly all actives have a fitted effect of over 60% in size; inactives centre near -12
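USP1/UAF1 complex at 1 nM was preincubated with compound for 15 min at room temperature, then Ub-Rho substrate (150nM final) was added. Fluorescence (480/540 nm) was read kinetically, 6 reads every 60 seconds.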
The depositor's hits bear a star; ? = inconclusive; · = not tested or not shown; [ ] = dose if it differs, or a comment. Unless noted, calls follow the shape of the dose curve; as a rule, active = well fitted curve in the direction sought with a large enough effect; inconclusive = small, poorly fitted or top-dose-only effect, or another doubt; inactive = no such curve, though single readings can be large; an effect the other way counts as inactive or inconclusive.

SMILES	PI4K2A block	RXFP1 ag	TrxR1 substrate	Glioma ERSR ind	IDH1 R132H inh	Vif-APOBEC3G blk	Vif-A3F inh	LDHA inh	USP1 inh
O=C(Nc1ccc([N+](=O)[O-])cn1)C1CC2CCC1C2 (stereo not drawn)	-5.2	3.9%	-8.4%	2.7%	-4.0%	1.7%	2.0%	-0.1	-20.3%
COC(=O)c1ccc(Cl)c(NC(=O)Cc2ccccc2[N+](=O)[O-])c1	-2.9	2.1%	-8.9%	-5.7%	4.6%	-3.5%	-2.6%	-6.2	-19.4%
O=C(COc1ccccc1)N1CCN(C(=O)c2cccc(F)c2)CC1	1.3	0.7%	5.8%	-1.7%	9.2%	4.8%	-2.1%	-1.7	2.0%
O=C(NC(=S)NC1CCSC1=O)c1ccccc1F (stereo not drawn)	-1.7	-2.0%	1.9%	-0.5%	5.9%	-3.0%	2.0%	-0.9	-11.5%
NC(=O)C1CCN(c2ccc(S(=O)(=O)N3CCCCC3)cc2[N+](=O)[O-])CC1	0.8	·	-5.9%	-0.2%	1.5%	2.3%	6.1%	-2.0	?
CCCCn1c(N)c(N(CCOC)C(=O)c2ccc(Cl)c(S(=O)(=O)N3CCCC3)c2)c(=O)[nH]c1=O	2.1	0.3%	12.2%	-4.5%	4.1%	-1.6%	0.4%	-0.7	-20.0%
CCC(NC(=O)Nn1cnnc1)(C(F)(F)F)C(F)(F)F	5.6	3.1%	4.0%	0.9%	2.3%	2.6%	5.9%	-4.7	-8.0%
Cc1ccc(NC(=O)C(C)OC(=O)C2CC3CCCC(C2)C3=O)cc1S(=O)(=O)N1CCOCC1 (stereo not drawn)	-1.9	·	-5.4%	0.8%	-1.6%	-0.7%	0.1%	-8.2	-14.0%
N/C(=N\OC(=O)Cc1ccccc1)c1ccccn1	8.7	1.2%	12.1%[57.1 µM]	-4.4%	8.0%	5.6%	2.1%	-1.3	4.3%
CCCCCNC(=O)C1CCC(Cn2c(=O)c3sccc3n(CC(=O)NCc3cccc(OC)c3OC)c2=O)CC1 (stereo not drawn)	1.1	?	-4.3%	-2.2%	-10.9%	0.0%	-2.5%	-12.4	-21.6%
Cc1ccccc1OCCC(=O)OCC(=O)c1c(N)n(CC(C)C)c(=O)n(C)c1=O	-0.1	·	0.7%	-2.9%	-0.5%	1.9%	5.7%	-7.6	-11.4%
CCc1ccccc1N1CC(c2nnc(NC(=O)c3ccco3)s2)CC1=O (stereo not drawn)	1.0	-2.3%	-4.1%	-1.9%	-10.4%	2.7%	-4.8%	-2.1	-14.8%

Ordered by value in RXFP1 ag (falling): 4 of the compounds above
molecule | RXFP1 ag
O=C(Nc1ccc([N+](=O)[O-])cn1)C1CC2CCC1C2 (stereo not drawn) | 3.9%
CCC(NC(=O)Nn1cnnc1)(C(F)(F)F)C(F)(F)F | 3.1%
N/C(=N\OC(=O)Cc1ccccc1)c1ccccn1 | 1.2%
O=C(NC(=S)NC1CCSC1=O)c1ccccc1F (stereo not drawn) | -2.0%

The results go on.
SMILES	PI4K2A block	RXFP1 ag	TrxR1 substrate	Glioma ERSR ind	IDH1 R132H inh	Vif-APOBEC3G blk	Vif-A3F inh	LDHA inh	USP1 inh
COc1cc(C(=O)NC(=S)Nc2ccc3ccccc3c2)cc(OC)c1OC	-0.3	·	·	3.0%	-4.9%	?	-12.5%	0.4	?
O=C(COC(=O)c1ccc[nH]c1=O)NCCc1ccc(F)cc1	5.6	2.8%	9.9%[57.1 µM]	0.9%	-7.8%	1.0%	-3.1%	-11.5	-7.8%
COc1ccc(NS(=O)(=O)c2cccc(C(=O)NCC3(N(C)C)CCCCC3)c2)cc1	-0.3	0.3%	-4.8%	-3.8%	1.6%	5.3%	-4.8%	-10.0	-11.8%
CN(c1ccccc1)S(=O)(=O)CS(=O)(=O)N(C)c1ccccc1	-0.8	·	-13.0%	0.9%	16.4%	1.1%	9.5%	-9.9	3.4%
O=C(NC(=S)Nc1ccccc1)c1cc([N+](=O)[O-])ccc1N1CCOCC1	1.5	-0.6%	-1.0%	-4.7%	4.5%	-2.6%	-4.1%	-6.5	-18.8%
Cc1cccc(C)c1NC(=O)COC(=O)[C@@H]1CCCN1C(=O)c1cccs1	-1.4	·	-0.3%	-3.3%	8.6%	2.2%	-10.5%	-8.3	-17.3%
CC(=O)N1c2ccc(S(=O)(=O)NCCC(=O)Nc3ccc(OC(F)(F)F)cc3)cc2CC1C (stereo not drawn)	3.8	1.3%	-11.7%	-1.1%	-0.8%	2.1%	1.8%	-11.5	-25.8%
COc1ccc(CCN2C(=S)N(c3ccccc3)C(=O)C2CC(=O)O)cc1OC (stereo not drawn)	-5.5	0.9%	4.4%	-2.0%	16.0%	-5.2%	-18.7%	3.9	-14.5%
Nc1nc(CSc2ccccc2)nc(N2CCCCC2)n1	1.1	-2.4%	-6.6%	6.6%	-9.1%	-6.8%	-0.8%	-0.4	-14.2%
Nn1c(=O)c2ccccc2n2c(SCc3ccc(C(F)(F)F)cc3)nnc12	2.5	2.2%	2.8%[57.1 µM]	-6.0%	-5.3%	-1.3%	-6.8%	-1.3	-19.4%
Cc1cc(OCC(=O)NC2CCN(C)CC2)ccc1[N+](=O)[O-]	3.8	-0.9%	-0.8%	0.2%	2.9%	1.0%	-0.3%	-8.4	-29.8%
O=C(O)Cc1sc(Nc2ccccc2)nc1-c1ccc(Cl)cc1	0.6	3.1%	0.3%[57.1 µM]	4.5%	22.7%	4.2%	12.7%	-10.3	-21.7%
CC(CNS(=O)(=O)c1ccccc1)(c1ccccc1)N1CCCCC1 (stereo not drawn)	-2.0	0.6%	-6.7%	-5.1%	1.9%	3.6%	10.1%	-6.4	-3.3%
CCOc1ccc(C(=O)c2oc3ccccc3c2NC(=O)c2cc(-c3ccc(C)cc3)on2)cc1	-1.4	?	-0.9%	-1.3%	-7.0%	4.2%	3.1%	-3.3	-14.8%
CC(Oc1ccc(Cl)cc1)/C(N)=N/O (stereo not drawn)	-1.5	9.0%	2.0%	-4.5%	-1.7%	1.1%	-22.6%	-5.5	3.3%
CCNC(=S)N(CCN(C)C)Cc1cc2cc3c(cc2[nH]c1=O)OCO3	-1.4	1.6%	50.9%[activator]	0.5%	5.4%	-7.0%	-7.8%	-3.1	-17.8%
O=C(NCCc1ccccc1)c1cccc(NC(=O)C2CCC2)c1	1.5	·	2.8%	2.0%	-6.6%[38.3 µM]	0.9%	6.6%	3.4	-23.0%
O=C(Nc1cc(S(=O)(=O)N2CCCCC2)ccc1Cl)c1ccncc1	-2.0	0.2%	3.0%	-1.5%	-3.3%	-1.0%	1.1%	-16.9	-20.9%
Cc1ccc(C(=O)Nc2ccc(S(=O)(=O)Nc3cnc4ccccc4n3)cc2)cc1	-5.2	0.2%	1.9%	14.7%	-3.8%	-19.4%	-12.5%	-5.4	-27.4%
Oc1ccccc1N1CCN(CC(O)COC2CCCc3ccccc32)CC1 (stereo not drawn)	0.5	4.1%	-2.9%	-4.2%	5.4%	1.3%	-5.2%	-2.4	-1.8%
CC(NC(=O)COC(=O)CNS(=O)(=O)/C=C/c1ccccc1)c1ccccc1 (stereo not drawn)	-2.1	-2.0%	3.8%	-2.8%	14.0%	5.6%	-5.8%	1.3	-16.1%
CCCN(CC(=O)Nc1ccccc1C)C(=O)COc1ccc2c(c1)CCC2	-2.3	0.0%	-10.2%	-0.5%	7.5%	-3.0%	-14.3%	-2.8	-20.7%
CCCCNc1c(-c2ccc(OC)c(Sc3ccc(OC)cc3)c2)nc2ccccn12	-1.5	9.3%	58.6%[activator]	-10.4%	2.9%	-11.1%	8.9%	1.5	-20.0%
CC1(C)CC(=O)C2=C(C1)OC(N)=C(C#N)C2c1cn(-c2ccccc2)nc1-c1ccc(F)cc1 (stereo not drawn)	1.7	1.9%	-10.6%	?	-16.3%	-4.0%	-22.3%	-1.5	-14.2%
CCc1ccc(NC(=O)[C@H](Cc2ccccc2)N2Cc3ccccc3C2=O)cc1	-10.4	0.8%	1.6%	-3.6%	-14.9%	1.0%	-5.7%	-12.6	-28.5%
Cc1cccc(NC(=O)c2ccc(-c3nc(CSc4ccccc4)c(C)o3)cc2)c1C	0.3	-0.5%	-4.6%	1.2%	-2.3%	1.3%	-3.6%	-7.0	-24.7%
NC(=O)c1nsc(C(=O)N(CC(=O)NC2CCCCC2)Cc2ccc(F)cc2)c1N	-2.3	1.8%	8.9%	-1.3%	17.0%	-3.3%	-0.8%	-7.0	-17.6%
Oc1ccc(-c2[nH]ncc2-c2ccc(Br)cc2)c(O)c1	-0.5	-0.7%	2.4%	8.7%	-2.4%	-11.4%	-7.8%	0.0	-22.0%

A stretch taken from the entries so far, for reference:
SMILES	PI4K2A block	RXFP1 ag	TrxR1 substrate	Glioma ERSR ind	IDH1 R132H inh	Vif-APOBEC3G blk	Vif-A3F inh	LDHA inh	USP1 inh
Cc1cccc(NC(=O)c2ccc(-c3nc(CSc4ccccc4)c(C)o3)cc2)c1C	0.3	-0.5%	-4.6%	1.2%	-2.3%	1.3%	-3.6%	-7.0	-24.7%
NC(=O)c1nsc(C(=O)N(CC(=O)NC2CCCCC2)Cc2ccc(F)cc2)c1N	-2.3	1.8%	8.9%	-1.3%	17.0%	-3.3%	-0.8%	-7.0	-17.6%

Some of the compounds tested; the hit share may differ from the screen's.
